ERa coact inh = blocks coactivator binding to human estrogen receptor alpha | P03372 | TR-FRET ER-alpha LBD / SRC-1 peptide, estradiol-bound | hit rate 1.7% among 86,000 | inhibition, % at 25.6 µM; in the data active means inhibition above about 50%;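 further: 0% = receptor plus peptide control and 100% = peptide only without receptor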
Target sequence (P03372 whole entry, looked up, the tested form may be a part): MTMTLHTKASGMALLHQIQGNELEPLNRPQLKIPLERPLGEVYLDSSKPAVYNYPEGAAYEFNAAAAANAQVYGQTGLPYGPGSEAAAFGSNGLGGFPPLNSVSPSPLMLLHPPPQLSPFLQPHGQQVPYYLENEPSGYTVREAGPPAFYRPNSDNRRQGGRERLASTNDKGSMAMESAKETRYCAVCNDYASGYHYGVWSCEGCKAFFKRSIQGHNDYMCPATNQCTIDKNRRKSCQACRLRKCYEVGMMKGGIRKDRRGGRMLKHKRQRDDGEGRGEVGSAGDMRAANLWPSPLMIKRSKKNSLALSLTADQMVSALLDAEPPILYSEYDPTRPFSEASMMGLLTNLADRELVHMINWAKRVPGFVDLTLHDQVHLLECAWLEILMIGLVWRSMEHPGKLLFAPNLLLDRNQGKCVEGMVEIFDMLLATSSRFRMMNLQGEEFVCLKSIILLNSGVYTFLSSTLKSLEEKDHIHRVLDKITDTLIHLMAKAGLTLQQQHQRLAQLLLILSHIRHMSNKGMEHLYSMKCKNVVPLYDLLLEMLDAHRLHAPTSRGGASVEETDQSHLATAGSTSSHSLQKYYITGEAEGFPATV
Lung fibro prol = blocks proliferation of human lung fibroblasts; viability, % at 10 µM; hit rate 1.1% among 85,000; LL 47 human lung fibroblast viability, ATP luminescence; active compounds read low; AID 719;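 active means viability at or below 50% in the single dose screen; inactive means viability above 50%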;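 further: compound exposure lasted 72 h before the ATP readout; 100% = median luminescence of untreated cell-only wells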
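Times – overnight cell rest, 72 h compound treatment at 37 °C · Test system – human lung fibroblast line LL 47, low passage · Amount – 1,150 cells in each well · Controls – cell-only wells, no compound · Doses – 0.1% DMSO in all compound wells · Measured by – CellTiter-Glo luminescence · Buffer or medium – IMEM plus 15% FBS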
HUVEC inhibit = blocks proliferation of human endothelial cells; HUVEC proliferation, CellTiter-Glo luminescence, 72 h; active compounds read low; viability, % at 10 µM (by protocol); hit rate 1.1% among 86,000; AID 648;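 active means viability at or below 30%; inactive means viability above 30%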;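 further: 100% = median luminescence of DMSO-only cell control wells on each plate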
H69AR inhibit = growth inhibitors of human H69AR lung tumor cells; H69AR lung tumor viability, ATP luminescence, 72 h; active compounds read low; viability, % at 10 µM; hit rate 6% among 85,000;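 active means viability at or below 40%; inactive means viability above 40%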;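 further: multidrug resistant small cell line overexpressing MRP-1 efflux transporter; 100% = mean luminescence of untreated control wells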
ERa coact pot = ER-alpha (human) coactivator binding potentiation; P03372; TR-FRET ERalpha-LBD/SRC-Cy5 coactivator binding, 2 h; 100 = basal binding, no effect; coactivator binding (% of control), % at 25.6 µM; hit rate 1.3% among 86,000; AID 639; in the data active means activity above about 200%;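 further: binding measured in presence of low estradiol as agonist stimulus; 0% = peptide alone without receptor and 100% = receptor with peptide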
Smad3 inh = blocks human Smad3 binding to FoxH1 peptide; P84022; TR-FRET Smad3/Dy647-FoxH1 peptide binding, europium anti-His; inhibition, % at 25 µM; hit rate 0.29% among 88,000; AID 630;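 active means compounds that reduce the energy-transfer binding signal between the protein and its labelled peptide by more than half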;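 further: 0% = Smad3 plus labelled peptide maximal FRET and 100% = peptide-only background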
Target sequence (P84022 whole entry, looked up): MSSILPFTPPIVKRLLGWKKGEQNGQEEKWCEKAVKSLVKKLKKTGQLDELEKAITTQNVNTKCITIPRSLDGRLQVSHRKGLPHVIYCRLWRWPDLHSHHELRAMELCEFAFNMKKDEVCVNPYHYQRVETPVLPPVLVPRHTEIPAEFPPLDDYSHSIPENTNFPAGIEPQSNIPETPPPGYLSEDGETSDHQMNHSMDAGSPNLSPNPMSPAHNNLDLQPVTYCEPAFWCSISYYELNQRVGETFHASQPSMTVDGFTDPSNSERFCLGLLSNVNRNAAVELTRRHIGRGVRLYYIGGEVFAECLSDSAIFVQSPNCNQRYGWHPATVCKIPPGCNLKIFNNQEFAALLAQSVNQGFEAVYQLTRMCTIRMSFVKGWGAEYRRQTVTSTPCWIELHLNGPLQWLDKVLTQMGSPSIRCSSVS
ERb SRC1 inh = blocks coactivator binding to human estrogen receptor beta; hit rate 1.3% among 86,000; inhibition, % at 25.6 µM; TR-FRET ER-beta LBD / SRC1-Cy5 peptide binding; receptor agonist-loaded with 1 µM estradiol; AID 633;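 active means compounds whose percent inhibition of the receptor-coactivator binding signal exceeds about 50% in the single-dose screen, limit read from the data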;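 further: 0% = receptor plus peptide wells without compound and 100% = peptide-only wells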
MT1-MMP txn act = activates MT1-MMP transcription; hit rate 0.16% among 86,000; HT1080 MT1-MMP promoter luciferase reporter, luminescence, overnight; active compounds read high; activation factor at 10 µM; AID 750;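 active means activation factor of at least 2 for MT1-MMP transcription at 10 µM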
CD11b adhes enh = CD11b/CD18-fibrinogen binding enhancement; activation, % at 10 µM; hit rate 0.07% among 93,000; K562 CD11b/CD18 adhesion to fibrinogen, ATPlite luminescence; P05107+P11215;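 active means 10 µM primary screen giving 50% or more activity, confirmed by 40% or more on retest at that dose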; further: strong numbers were not always called active
Active calls of the source: *; . = no result given; & = joins results of further samples; [ ] = remark or other dose.

SMILES	ERa coact inh	Lung fibro prol	HUVEC inhibit	H69AR inhibit	ERa coact pot	Smad3 inh	ERb SRC1 inh	MT1-MMP txn act	CD11b adhes enh
N#CC1=C(N)C(C#N)(C#N)C(c2cccnc2)C2CN(C(=O)OCc3ccccc3)CC=C12 (centres undefined)	10[fluorescence artefact?]	72	53	11*	100	12	8[fluorescence artefact?]	1.2	.
Cc1ccc(CNC(=O)CSc2n[nH]c(N)n2)cc1	-2	105	102	91	108	3	2	1.2	0
O=C(O)Cc1c(O)ccc2ccccc12	4	94	88	83	70	0&-16	8	1.3	.
NC(=O)CN1CCN(c2nc(-c3ccc(F)cc3)cs2)CC1	-5	96	92	92	107	7	-18[fluorescence artefact?]	1.3	.
COc1ccccc1C1C(C#N)=C(N)Oc2cc(C)n(Cc3ccccn3)c(=O)c21 (centres undefined)	-10	101	107	95	92	1	5	1.4	-2
CCCCCCCCn1c(N2CCN(c3cccc(Cl)c3)CC2)nc2c1c(=O)[nH]c(=O)n2C	2	86	77	49	108[fluorescence artefact?]	5	-12	1.3	-2
C(=N\n1cnnc1)/c1ccc(OCc2ccccc2)cc1	4	.	93	86	112	5	8	1.4	-3
CSc1nsc(SC)c1C(=O)N1CCN(S(=O)(=O)c2ccc(C)cc2)C1C(C)C (centres undefined)	4[fluorescence artefact?]	97	90	85	101	-2[fluorescence artefact?]	-3[fluorescence artefact?]	0.9	.
CN1CCN(C(=S)c2ccc(Cl)cc2)CC1	-13	100	99	96	99	-8	5[fluorescence artefact?]	.	0
COc1ccc(NC(=O)c2nc3nc(C)cc(C(F)F)n3n2)cc1OC	2[fluorescence artefact?]	102	98	96	92[fluorescence artefact?]	-6	-1[fluorescence artefact?]	1	-1
CCC(C)NCCOCCOc1ccc(F)cc1 (centres undefined)	5[fluorescence artefact?]	104	93	81	96	6	-3	1.1	-3
O=c1c2c(-c3ccco3)csc2nc(SCc2cn3cccnc3n2)n1-c1ccccc1	67*[fluorescence artefact?]	79	97	78	81[fluorescence artefact?]	8	28	1	1
O=C(c1noc2c1CCCCC2)N1CCOCC1	-5	96	95	100	117[fluorescence artefact?]	11	-3[fluorescence artefact?]	1	-7
CC(C)OP(=O)(c1ccc(N(C)C)cc1)C(O)c1ccccc1 (centres undefined)	6	97	101	83	112	0	-11	1.2	1
COc1ccc(CC2C(=O)OC(C)(C)OC2=O)cc1	8	107	98	95	112[fluorescence artefact?]	7	8	1.1	1
O=C(/C=N/O)Nc1cccnc1	-5	101	93	64	94	-1	-1	1	.
Cc1c(C#N)c2ncnc(N)c2n1-c1ccccc1	6[fluorescence artefact?]	109	95	59	102	-11	1[fluorescence artefact?]	1	3
CN(C)c1ccc(N/C=C/C(=O)c2ccc(F)cc2)cc1	-3	99	48	35*	107[fluorescence artefact?]	4	2	0.3	-5
CC(NC(=O)CN1CCN(Cc2ccc(Cl)cc2)C1=O)c1ccc2c(c1)OCCO2 (centres undefined)	2	102	104	103	88	11[fluorescence artefact?]	-8	1.1	.
Cc1c(C(=O)N2CCN(Cc3ccccc3)CC2)sc2ncnc(N3CCOCC3)c12	6	99	96	96	114	1	1	1.1	-4
O=C(CCn1c(=O)oc2ccccc21)NCc1ccc2c(c1)OCO2	-2	107	96	83	130	-1	-8[fluorescence artefact?]	1.2	1
O=C(CN1CCOc2ccccc21)NCc1cccs1	-8	89	88	84	106	0	-3	1.1	-4
C/C(=N\NC(=O)c1[nH]c2c([N+](=O)[O-])cc(C)cc2c1-c1ccccc1)c1cccnc1	26[fluorescence artefact?]	100	85	46	64[fluorescence artefact?]	16	16[fluorescence artefact?]	1.1	2
COc1ccccc1N1CCN(CC(=O)Nc2cc(F)ccc2C)CC1	-3	99	106	75	81	-5	-3	1.1	1
Cc1ccc(S(=O)(=O)c2nc(-c3ccco3)oc2SCC(=O)NCC2CCCO2)cc1 (centres undefined)	36	107	107	83	60	7	2	1.2	4
Cc1ccc(OCC(=O)N2CCN(C(=O)c3cccnc3)CC2)cc1	5	105	90	86	104	-4[fluorescence artefact?]	-4	1	.
CCc1cc2c(-c3ccccc3)cc(=O)oc2c(CN2CCOCC2)c1O	-2[fluorescence artefact?]	104	90	73	97[fluorescence artefact?]	-16	0[fluorescence artefact?]	1.2	0
Clc1ccc(CCNc2nc3ccccc3n3nnnc23)cc1	1	106	99	92	134	6	3	.	9
CCOc1ccc(N2C(=O)CC(N3CCOCC3)C2=O)cc1 (centres undefined)	-6[fluorescence artefact?]	101	118	93	111	11	0	1.1	-2
COc1cc2[nH]c(=O)c(C(=O)NCCCN3CCCCC3)c(O)c2cc1OC	19	99	102	98	82[fluorescence artefact?]	0	17	1.1	-2
CCCNC(=O)C(Cc1ccccc1)NS(=O)(=O)c1ccc2c(c1)CCC(=O)N2 (centres undefined)	-6	95	108	101	137	-2	-5	1	7
CC1(C)CC(=O)c2cn3nc(C(F)(F)F)nc3nc2C1	-7	99	92	88	105	-6	-11	1.1	-3
Cc1cc(C)cc(N(C(=O)Cn2nnc3ccccc32)C(C(=O)NCc2ccco2)c2ccncc2)c1 (centres undefined)	2[fluorescence artefact?]	105	84	92	111	-5	3[fluorescence artefact?]	1.2	4
COc1ccccc1C(=O)NCCc1nc2ccccc2n1C	-4	101	91	108	105[fluorescence artefact?]	-2	-5	1.2	3
NS(=O)(=O)c1ccc(CCNC(=O)C2CCCCC2)cc1	-5	103	99	98	124	11	-3	1.1	3
Cc1cc(C(F)(F)F)nn1Cc1n[nH]c(=S)n1Cc1ccccc1	-5	99	93	97	92	-1	-8	1.2	.
N/C(COc1ccccc1)=N\NC(=O)c1cccnc1Oc1ccccc1	-1	106	113	85	110	0	9	1.1	-1
CCOC(=O)c1cnc2cc(-c3ccc(C)cc3)nn2c1-c1ccccc1	13	92	113	93	247*[fluorescence artefact?]	-3	46[fluorescence artefact?]	1.1	.
CCN(C(=O)COC(=O)c1c(-c2ccccc2)noc1C)C1CCS(=O)(=O)C1 (centres undefined)	4	99	91	111	120	2	3	1.1	-1
CC(Sc1nc2ccccc2s1)C(=O)Nc1nnc(C(C)C)s1 (centres undefined)	10	95	108	90	88[fluorescence artefact?]	-17	0	.	0
Cc1ccn2cc(-c3nonc3C)cc2c1	0	92	91	87	91[fluorescence artefact?]	8	7	1.5	-3
COc1ccc2cc(C(c3nnnn3Cc3ccccc3)N3CCCCCC3)c(=O)[nH]c2c1 (centres undefined)	39	100	85	67	116	8	32[fluorescence artefact?]	1.1	-4
Cc1cc(NS(=O)(=O)c2ccc(NC(=O)c3cnc4scc(C)n4c3=O)cc2)nc(C)n1	-4	99	96	90	115	-5	-5[fluorescence artefact?]	1.1	-3
Oc1ccc2[nH]cnc2c1CN1CCCCC1	-3	100	96	100	104[fluorescence artefact?]	5	6	0.9	0
Clc1ccc(Oc2nc(N3CCOCC3)nc(N3CCOCC3)n2)cc1	4	93	87	95	144	-1	-2	.	-5
CN(C)C(=O)c1c(NC(=O)c2ccco2)sc2c1CCCCC2	-13	112	101	78	93	-1	0	1.5	.
Cc1nc2nc[nH]c2cc1Br	-20	95	105	97	95	4	-25[fluorescence artefact?]	1.1	0
COc1ccccc1-n1c(SCC(=O)NC(C)(C)C)nnc1-c1ccco1	-1	93	83	98	102	-11	-3	1.2	.
O=C(O)CC1C(=O)NCCN1CCCc1ccccc1 (centres undefined)	-6	108	104	93	96	-5	-3	1.1	-3
Cc1ccc2cc(C(c3nnnn3C3CCCC3)N3CCN(c4ccc(F)cc4)CC3)c(=O)[nH]c2c1 (centres undefined)	7	94	93	88	104	3	15[fluorescence artefact?]	1	.
CCN(c1cccc(C)c1)S(=O)(=O)c1cccc(C(=O)O)c1	-6	95	104	114	79	-19	0	1	-5
CCCC(C(=O)NC1CCCC1)N(C(=O)Cn1nnc(-c2ccc(C)o2)n1)C1CCCC1 (centres undefined)	-9	89	84	73	104	-1[fluorescence artefact?]	1	1.3	-2
C=CCNc1nnc(-c2ccncc2)s1	7	101	89	87	97	-1	2	1.2	1
CCCc1cc(=O)[nH]c(SCC(=O)CSc2nc(CCC)cc(=O)[nH]2)n1	1	107	89	68	112	7	10	1.1	0
COc1ccc(C)cc1NC(=O)CN1CCN(S(=O)(=O)c2ccc(Cl)cc2)CC1	4	96	100	74	89	4	-9	1	-2
CCCCn1c(SCC(=O)Nc2nnc(CC)s2)nc2c1c(=O)n(C)c(=O)n2C	5	72	43	66	104	11	7	1	4
CSc1sc(C)cc1C1C(C#N)=C(N)N(c2cccnc2)C2=C1C(=O)CC(C)(C)C2 (centres undefined)	-4	87	97	68	116	-3	-10	1.2	-3
COC(=O)C(C(=O)OC)=C(/C=C/C=C/N(C)C)N(C)C	-3	.	96	93	103	5	8	1	-3
Cc1ccc(C(=O)NCCN2CCOCC2)cc1Cl	-1	92	88	90	101	3	-13	1.2	-4
Cc1cc(C)c2c(N)c(C(=O)c3ccccc3)oc2n1	2[fluorescence artefact?]	100	102	64	116[fluorescence artefact?]	2	-4	1.2	-2

Reformatted with two lines to a compound: part of the list above
Below each compound – ERa coact inh, Lung fibro prol, HUVEC inhibit, H69AR inhibit, ERa coact pot, Smad3 inh, ERb SRC1 inh, MT1-MMP txn act, CD11b adhes enh
- CSc1sc(C)cc1C1C(C#N)=C(N)N(c2cccnc2)C2=C1C(=O)CC(C)(C)C2 (centres undefined)
 : -4, 87, 97, 68, 116, -3, -10, 1.2, -3
- COC(=O)C(C(=O)OC)=C(/C=C/C=C/N(C)C)N(C)C
 : -3, ., 96, 93, 103, 5, 8, 1, -3
- Cc1ccc(C(=O)NCCN2CCOCC2)cc1Cl
 : -1, 92, 88, 90, 101, 3, -13, 1.2, -4
- Cc1cc(C)c2c(N)c(C(=O)c3ccccc3)oc2n1
 : 2[fluorescence artefact?], 100, 102, 64, 116[fluorescence artefact?], 2, -4, 1.2, -2

Additional entries follow.
SMILES	ERa coact inh	Lung fibro prol	HUVEC inhibit	H69AR inhibit	ERa coact pot	Smad3 inh	ERb SRC1 inh	MT1-MMP txn act	CD11b adhes enh
O=C(NCCCN1CCCC1)c1cccc(N2CCCC2=O)c1	-5	104	112	99	121	8	-7	1	.
CC1=C(C(=O)NC2CCC(C)CC2)C2(CCC(C)CC2)OC1=O (centres undefined)	-14	98	106	95	102	0	-8	1	6
Cc1ccc(S(=O)(=O)N2CC3(C)CN(S(=O)(=O)c4ccc(C)cc4)CC(C)(C2)C3=O)cc1	-12	89	96	74	96	7	-9	1.4	.
O=C(C1c2ccccc2Oc2ccccc21)N1CCN(c2ccc(Cl)cc2)CC1	-1	87	82	39*	91	5	1	1.2	-2
CCOC(=O)C1CCCN(c2ncnc3c2[nH]c2cccc(OC)c23)C1 (centres undefined)	-18[fluorescence artefact?]	97	88	104	114	-3	-9	1.1	-2
CCn1c(SCC(=O)OC(C)C)nnc1-c1cccc(Cl)c1	-1	99	104	104	118	6	-1	0.9	-6
c1ccc(OCCOCCSc2ncccn2)cc1	-2	97	99	93	108	-17	-4[fluorescence artefact?]	1.3	14
CC(C)(C)c1ccc(OCC(=O)O)cc1	-1	102	93	87	98	5	-10	1.1	2
CCCc1nc2oc3c(NCCN4CCOCC4)ncnc3c2c2c1CCCC2	-2	97	96	69	117	-5	-4	1	0
COc1ccc(C2(CNC(=O)CCC(=O)O)CCCC2)cc1OC	0	98	94	86	98	3	1	1.1	-4
N#Cc1ccc(OCC(=O)NCCc2ccccn2)cc1	-5	101	101	86	115	8	0	.	-2
O=C(C1CCCN(Cc2ccccc2)C1)N1CCCCC1 (centres undefined)	13	98	100	96	120	10	-1	1.1	0

Looked up above:
CC(C)(C)c1ccc(OCC(=O)O)cc1 in Smad3 inh has 5
CCn1c(SCC(=O)OC(C)C)nnc1-c1cccc(Cl)c1 in MT1-MMP txn act has 0.9

Not all compounds are listed (hit frequency here may not be typical).
